Assay outcomes as filed in PubChem.
Rtt109 HAT inh – inhibitors of C. albicans Rtt109/Vps75 HAT, primary screen, biochemical, ThioGlo CoA-SH fluorescence, plate reader | Histone acetyltransferase RTT109 (Candida albicans (strain SC5314 / ATCC MYA-2876)), … | AID 540336, 2011 | purified Rtt109/Vps75, 4 h | actives 0.16% (n = 330,000) | inhibition, % at 34.9 µM;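 active = inhibition of at least 50% in every replicate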
SR-BI DiI inh – inhibitors of SR-BI mediated HDL lipid uptake, primary screen, ldlA[mSR-BI] cells, fluorescence, single point | inhibition, % at 12.5 µM | actives 0.96% (n = 320,000) | ldlA[mSR-BI] CHO cells, DiI-HDL uptake fluorescence, 3 h | Scavenger receptor class B member 1 (Mus musculus), Q61009;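 active = mean replicate inhibition of at least 70% and a set share of replicates each scoring 70 or more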;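 also: 0% = median of neutral control wells and 100% = median of positive control wells; values of inactives mirror those of a sister screen read the other way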
CDK5 inh – inhibitors of human CDK5/p35 kinase, primary screen, biochemical, single concentration; Cyclin-dependent kinase 5 (Homo sapiens) + Cyclin-dependent kinase 5 activator 1 (Homo …; Recombinant CDK5/p35, ADP-Glo luminescence, 60 min; inhibition, % at 10 µM; actives 0.01% (n = 330,000); AID 488839, 2010;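 active = highest replicate inhibition of at least 50% and at least 75% of replicates reaching 50%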;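 also: plate controls were DMSO neutral control for no effect and GW8510 at 10 µM for full effect; many of its hits are not listed in these tables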
HTR5A ag ctr – HTR5A agonists in luminescence cell assay, primary screen, counter-screen for OPRM1-OPRD1 heterodimer agonist project, full-deck HTS; cell-based; 5-hydroxytryptamine receptor 5A (Homo sapiens), P47898; actives 0.61% (n = 340,000); activation, % at 9.3 µM; AID 504692, 2011; in the data active = activation mostly above about 9.5%, no sharp cut-off; inactive = mostly below about 7.6%;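 also: 0% = cells with vehicle only and 100% = reference agonist; strong numbers were not always called active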
Target sequence (P47898 whole entry, looked up): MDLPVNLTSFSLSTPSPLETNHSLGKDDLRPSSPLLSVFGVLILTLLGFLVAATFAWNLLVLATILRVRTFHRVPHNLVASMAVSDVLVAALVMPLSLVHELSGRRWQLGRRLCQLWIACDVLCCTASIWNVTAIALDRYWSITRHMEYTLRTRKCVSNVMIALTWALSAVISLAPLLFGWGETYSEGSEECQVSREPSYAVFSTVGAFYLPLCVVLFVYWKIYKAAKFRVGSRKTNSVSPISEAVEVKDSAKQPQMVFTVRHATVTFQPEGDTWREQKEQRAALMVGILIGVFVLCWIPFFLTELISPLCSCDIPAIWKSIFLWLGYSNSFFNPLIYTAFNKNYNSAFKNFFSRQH
PvdQ inh – P. aeruginosa PvdQ acylase inhibitors, primary screen, biochemical, fluorescence, plate reader and imaging, single point | inhibition, % at 10 µM | PvdQ acylase [Pseudomonas aeruginosa LESB58] | purified PvdQ acylase | actives 0.063% (n = 340,000); in the data active = inhibition above about 30%, passing the limit was not always enough;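 also: 0% = vehicle neutral wells and 100% = reference inhibitor wells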
MITF act – activators of MITF-driven TRPM1 promoter reporter, primary screen, cell-based, SK-MEL-5, luciferase, single point; AID 588334, 2011; actives 0.75% (n = 300,000); activation, % at 12.5 µM; SK-MEL-5 TRPM1-promoter luciferase, 24 h; % of positive control, neutral wells = 0;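 active = mean activation of at least 80% with every replicate also reaching 80%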;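 also: 0% = neutral control wells and 100% = parthenolide positive control wells; values of inactives mirror those of a sister screen read the other way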
cardiac RTF act – cardiac RTF calcium sensitivity activators, primary screen, biochemical, IANBD-TnC fluorescence, EC20 calcium; actives 0.24% (n = 340,000); IANBD-labeled TnC RTF fluorescence at EC20 calcium; 0% EC20 calcium, 100% full calcium; AID 493008, 2010; activation, % at 7.2 µM;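 active = activation above the mean over all tested compounds plus 3 SD, cut at about 30% in these data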;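 also: rise in fluorescence read as greater calcium sensitivity of cardiac thin filaments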
SR-BI DiI-HDL act – activators of SR-BI mediated DiI-HDL uptake, primary screen, ldlA[mSR-BI] CHO cells, DiI fluorescence. actives 0.096% (n = 320,000). activation, % at 12.5 µM. 3 h; 100 = double the neutral-control signal;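 active = mean replicate activation of at least 60% and every replicate at or above 60%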;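 also: 0% = median plate neutral-control signal and 100% = twice that signal; values of inactives mirror those of a sister screen read the other way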
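Test system: SR-BI-overexpressing, LDLR-lacking CHO cells; Medium: Ham's F12 with 0.5% BSA, HEPES 25 mM, pH 7.4; Schedule: 3 h, 37 °C; Technique: bottom-read fluorescence, 550/595 nm.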
Wnt bcat act – Wnt/beta-catenin pathway activators, primary screen, cell-based, plate reader, single point; Wnt/beta-catenin reporter cell assay, activator; activation, % at 9.35 µM; actives 1.2% (n = 300,000); in the data active = activation above about 30%, passing the limit was not always enough;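 also: 0% = neutral control wells and 100% = positive control wells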
dFosB act – activators of delta FosB homodimer, primary screen, biochemical, fluorescence polarization, TAMRA-CDK5 oligo, single point; actives 0.99% (n = 340,000); purified delta FosB; percent of positive-control signal above neutral wells; AID 493131, 2011; activation, % at 25 µM;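 active = mean activation above about 17%, with every replicate also reaching it, limit read from the data, passing the limit was not always enough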;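 also: fluorescence polarization rise as delta FosB binds a TAMRA Cdk5 AP-1 oligo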
Target sequence (P13346 whole entry, looked up): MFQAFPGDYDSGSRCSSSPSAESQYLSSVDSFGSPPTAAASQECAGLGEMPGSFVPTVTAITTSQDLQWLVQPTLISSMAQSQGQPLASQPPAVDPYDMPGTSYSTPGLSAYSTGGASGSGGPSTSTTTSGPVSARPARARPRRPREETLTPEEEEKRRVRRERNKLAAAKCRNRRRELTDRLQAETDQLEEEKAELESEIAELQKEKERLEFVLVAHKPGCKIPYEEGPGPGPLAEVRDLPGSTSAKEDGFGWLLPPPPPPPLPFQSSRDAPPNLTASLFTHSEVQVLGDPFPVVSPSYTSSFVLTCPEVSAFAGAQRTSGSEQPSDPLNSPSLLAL
* marks the source's active call; other numbers are inactive results; nt = no result given; & = joins results of further samples.

entry	canonical_smiles	Rtt109 HAT inh	SR-BI DiI inh	CDK5 inh	HTR5A ag ctr	PvdQ inh
1	COc1ccc(S(=O)(=O)N2CCCC2c2cccs2)cc1 (stereo not drawn)	1	-11	0.4	2	-12
2	COc1ccccc1NC(=O)C1=C(C)Nc2nc(CCCO)nn2C1c1ccc2c(c1)OCO2 (stereo not drawn)	-2	18	-1.1	0	-19
3	Cc1cccc(C)c1NC(=O)c1c[nH]c2ccccc12	-3	3	2.1	0	-14
4	CN(C)c1nc(-c2ccccn2)nnc1-c1ccccc1	-7	32	0.7	-2	-2
5	Cc1cc[n+](CC(=O)c2ccccc2)c2ccccc12	-4	-24	-1.0	-1	-6
6	CCN(CC)C(=O)Cn1cc(C(=O)C(=O)N2CCN(c3ccc(OC)cc3)CC2)c2ccccc21	11	28	-0.2	0	-11
7	CC(C)(C)NC(=O)NC(=O)CN1CCCc2ccccc21	2	-4	0.3	6	-4
8	O=C(c1[nH]ncc1-c1ccccc1)C1CO1 (stereo not drawn)	-10	-25	1.2	6	-14
9	CC1CCc2nc(N)c(C#N)c(-c3ccncc3)c2C1 (stereo not drawn)	11	-11	0.0	8	7
10	O=C(Nc1cc(NC(=O)c2ccccc2F)ccc1Cl)c1ccccc1	9	19	0.2	3	-10

entry	MITF act	cardiac RTF act	SR-BI DiI-HDL act	Wnt bcat act	dFosB act
1	nt	-4	11	1	-10
2	-5	-2	-18	nt	-7
3	77	-3	-3	23	4
4	-77	-5	-32	-6	-9
5	1	-2	24	-5	-6
6	5	1	-28	-3	-6
7	-1	9	4	-1	-6
8	nt	12	25	5	2
9	nt	2	11	nt	-11
10	19	2	-19	4	-12

Going on with the list.
entry	canonical_smiles	Rtt109 HAT inh	SR-BI DiI inh	CDK5 inh	HTR5A ag ctr	PvdQ inh
11	Cc1ccccc1OCC(=O)Nc1ccc(S(=O)(=O)N2CCCC2)cc1	9	8	-2.7	-4	-16
12	CCOC(=O)C1(Cc2ccccc2C)CCCN(C(=O)CN2C(=O)CSC2=O)C1 (stereo not drawn)	0	8	-2.3	1	0
13	CC(C)c1ccc(NS(=O)(=O)c2cccc3cccnc23)cc1	11	-8	1.3	4	-18
14	CC1CCCCC12NC(=O)N(CC(=O)OCC(=O)Nc1ccc(F)cc1[N+](=O)[O-])C2=O (stereo not drawn)	-5	5	-3.5	1	-10
15	O=S(=O)(c1ccccc1)N1N=C(c2ccccc2)CC1c1ccccc1 (stereo not drawn)	-6	-17	-0.6	0	-7
16	CCN(C(=O)COC(=O)C12CC3CC(CC(O)(C3)C1)C2)c1c(N)n(Cc2ccccc2)c(=O)[nH]c1=O	-21	-25	0.3	2	-7
17	COC(=O)c1ccccc1NC1=C/C(=N\S(=O)(=O)c2cccs2)c2ccccc2C1=O	4&-1	47&10	2.9&3.2	-1&-5	-15&-2
18	C/C(=N\NC(=O)CSc1nc(C)cc(C)n1)c1cccc([N+](=O)[O-])c1	1	8	-6.7	4	-19
19	COc1ccccc1N(CC(=O)NCCSCc1ccc(Cl)cc1)S(C)(=O)=O	-9	4	-3.0	1	-11
20	Cc1nc2ccccc2c(C)c1CC(=O)N(CC(C)C)c1c(N)n(Cc2ccccc2)c(=O)[nH]c1=O	2	18	0.0	-4	-9

entry	MITF act	cardiac RTF act	SR-BI DiI-HDL act	Wnt bcat act	dFosB act
11	3	0	-8	1	-1
12	32	-5	-8	3	0
13	14	19	8	1	10
14	-10	6	-5	-2	-8
15	-5	1	17	-2	7
16	nt	7	25	0	-7
17	-77&-68	1&-7	-47&-10	-3	-8&-4
18	4	3	-8	-2	4
19	14	4	-4	-4	-11
20	-16	-2	-18	-1	-16

Following part:
entry	canonical_smiles	Rtt109 HAT inh	SR-BI DiI inh	CDK5 inh	HTR5A ag ctr	PvdQ inh
21	c1ccc(Cc2nnc3sc(-c4ccccn4)nn23)cc1	-7	-10	2.1	-4	-2
22	COc1cc(-c2nc3ccc(N4CCN(C)CC4)cc3[nH]2)cc(OC)c1OC	-35	6	-0.4	1	-14
23	COc1ccc(CNC(=O)C(C)n2nc(C)n3c(cc4occc43)c2=O)cc1 (stereo not drawn)	-1	7	1.0	0	3
24	COc1cccc(CNC(=O)CSCC(=O)Nc2ccc(C)cc2)c1	4	-4	-0.2	-2	-2
25	CCn1c2ccccc2c2nnc(SCN3C(=O)c4ccccc4C3=O)nc21	2	nt	1.4	-6	10
26	O=c1oc2ccccc2cc1-c1cn(-c2ccccc2)c(=S)[nH]1	3	3	-3.1	0	-14
27	CCN(CC)S(=O)(=O)c1ccc2c3c(cccc13)C(=O)N2	-9	-9	14	7	-8
28	Cc1cc(C)cc(-c2nnc(SCC(=O)NC3CC3)o2)c1	-1	21	-5.7	-3	-5
29	CC(C)OC(=O)CSc1nnc2n1C(C)(C)Cc1ccccc1-2	6	15	2.3	0	7
30	COc1ccccc1OCCCCN1CCCCC1	0	13	-0.1	5	-3

entry	MITF act	cardiac RTF act	SR-BI DiI-HDL act	Wnt bcat act	dFosB act
21	8	12	10	nt	-4
22	10	-1	-6	2	1
23	-3	5	-7	-2	-10
24	1	-6	4	-3	-1
25	-14	1	nt	-2	0
26	-57	9	-3	-10	0
27	7	0	9	0	-2
28	9	5	-21	-2	-5
29	4	-4	-15	nt	0
30	nt	-5	-13	-1	7

The results go on:
entry	canonical_smiles	Rtt109 HAT inh	SR-BI DiI inh	CDK5 inh	HTR5A ag ctr	PvdQ inh
31	Cc1ccc(C(=O)NNC(=O)Cc2cccs2)cc1	-10	-2	0.8	1	-7
32	CC(=O)N1N=C2/C(=C/c3ccccc3)CCCC2C1c1ccccc1 (stereo not drawn)	2	25	0.3	7	-7
33	N#C/C(=C\c1ccc(-c2ccc(C(=O)O)cc2)o1)C(=O)Nc1ccc(F)cc1	-3	-9	-0.5	7	-4
34	O=C(NNC(=S)Nc1cccc(Cl)c1)c1ccccc1OC(F)F	18	13	2.4	-3	19
35	Cc1ccc(OCc2ccc(C(=O)N3CCCC3)o2)c([N+](=O)[O-])c1	5	-11	-1.3	4	-7
36	O=C1OCCN1C(=O)[C@H]1[C@H](c2ccccc2)C(c2ccccc2)=NN1c1ccc(Br)cc1	10	50	-2.3	-3	-10
37	c1ccc2oc(-c3ccn[nH]3)cc2c1	-3	-13	-5.6	0	-15
38	CCOC(=O)c1c(NC(=O)CN2C(=O)c3ccccc3C2=O)sc(Cc2ccc3c(c2)OCO3)c1C	8	0	-0.3	6	-9
39	O=C(CSc1cccs1)Nc1ccc2ccccc2c1	-5	11	-2.2	1	-25
40	Cc1ccccc1CNS(=O)(=O)c1c(C(=O)N2CCCC2)c(C)n(C)c1C	-4	-12	0.6	-1	-9

entry	MITF act	cardiac RTF act	SR-BI DiI-HDL act	Wnt bcat act	dFosB act
31	-2	-1	2	19	5
32	-21	7	-25	0	-6
33	-4	1	9	0	2
34	-11	2	-13	nt	-2
35	-11	-2	11	7	-2
36	1	2	-50	-1	-1
37	nt	9	13	40*	-3
38	nt	-3	0	-1	-2
39	nt	-4	-11	nt	-4
40	8	1	12	5	-9

Other results:
entry	canonical_smiles	Rtt109 HAT inh	SR-BI DiI inh	CDK5 inh	HTR5A ag ctr	PvdQ inh
41	O=C(c1cccc(F)c1F)N1CCCC1	-4	-34	-2.1	-1	-4
42	CCOC(=O)COn1c(=O)c(-c2ccc(OCC)cc2)[n+]([O-])c2ccccc21	nt	-2	0.1	-1	-5
43	O=C(NNS(=O)(=O)c1ccc([N+](=O)[O-])cc1)C(=O)Nc1cccc(C(=O)O)c1	9	-8	-2.6	2	6
44	Cc1ccc(-c2nnc3c4ccccc4c(C)nn23)cc1S(=O)(=O)N1CCN(C)CC1	3	3	-0.4	-7	-10
45	O=C(c1ccccc1)N1CCCOC1c1ccccc1 (stereo not drawn)	1	4	0.1	1	-3
46	COc1cc(C(=O)NC(=S)Nc2ccc3c(c2)C(=O)N(C)C3=O)cc(OC)c1OC	1	16	1.3	4	-6
47	CSc1nc(C)c(C(=O)C[n+]2ccc(C)cc2)cc1C#N	1	-17	0.3	-3	-8

entry	MITF act	cardiac RTF act	SR-BI DiI-HDL act	Wnt bcat act	dFosB act
41	nt	2	34	nt	-5
42	42	-2	2	9	-4
43	-7	-4	8	0	-3
44	41	4	-3	5	-48
45	nt	-1	-4	nt	-4
46	25	6	-16	0	-1
47	-4	9	17	-1	-2

Arranged by molecular weight (smallest number first): 5 of the compounds above.
entry	canonical_smiles	Rtt109 HAT inh	SR-BI DiI inh	CDK5 inh	HTR5A ag ctr	PvdQ inh
45	O=C(c1ccccc1)N1CCCOC1c1ccccc1 (stereo not drawn)	1	4	0.1	1	-3
47	CSc1nc(C)c(C(=O)C[n+]2ccc(C)cc2)cc1C#N	1	-17	0.3	-3	-8
42	CCOC(=O)COn1c(=O)c(-c2ccc(OCC)cc2)[n+]([O-])c2ccccc21	nt	-2	0.1	-1	-5
43	O=C(NNS(=O)(=O)c1ccc([N+](=O)[O-])cc1)C(=O)Nc1cccc(C(=O)O)c1	9	-8	-2.6	2	6
46	COc1cc(C(=O)NC(=S)Nc2ccc3c(c2)C(=O)N(C)C3=O)cc(OC)c1OC	1	16	1.3	4	-6

entry	MITF act	cardiac RTF act	SR-BI DiI-HDL act	Wnt bcat act	dFosB act
45	nt	-1	-4	nt	-4
47	-4	9	17	-1	-2
42	42	-2	2	9	-4
43	-7	-4	8	0	-3
46	25	6	-16	0	-1
